mHTT-CaM PPI inh = inhibitors of human mutant huntingtin-calmodulin interaction; P42858; AlphaScreen His-mHTT/GST-CaM binding, luminescence; inhibition, % at 15 µM; 3.6% of 190,000 active; AID 1671202;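 also: 0% = both proteins with DMSO and 100% = one protein alone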
Pf apPOL block = Pf-apPOL DNA polymerase inhibition; Recombinant Pf-apPOL, molecular beacon fluorescence, 1.5 h; inhibition, % at 10 µM; 0.25% of 210,000 active
* = called active by the depositor; & = joins results of further samples. Rule as the data show it: active = inhibition above about 50%; inactive = the rest.

`COc1ccccc1[C@@H]1C(c2cccc(Cl)c2)=NN(c2ccc(Br)cc2)[C@H]1C(=O)N1CCOC1=O` gave mHTT-CaM PPI inh -20.1 and Pf apPOL block 0.5.
For O=C1OC(c2ccccc2Br)=N/C1=C\C(Cl)=C\c1ccccc1 the results were mHTT-CaM PPI inh 1.0 and Pf apPOL block -13.5.
CCNC(=O)C1CCN(c2nc3ccc(-c4ccc(F)cc4)nc3s2)CC1 was read as mHTT-CaM PPI inh 0.9 and Pf apPOL block -3.2.
For CCn1cc2c3c(cccc31)CN(C(=O)CCc1ccc(OC)cc1)CC2 the results were mHTT-CaM PPI inh 58.5* and Pf apPOL block -4.2.
Screening CCOC(=O)Cn1cnc2c(-c3cc(C)ccc3C)csc2c1=O returned mHTT-CaM PPI inh -26.5 and Pf apPOL block 0.5.
Screening N#Cc1cccc2cccc(Sc3ccccc3)c12 returned Pf apPOL block 0.5.
Screening O=C(Nc1cc(C2CC2)nn1-c1nc(-c2ccccc2)cc(=O)[nH]1)c1cc(C2CC2)on1 returned mHTT-CaM PPI inh -1.8 and Pf apPOL block 1.3.
CC(=O)Nc1ccc(-c2noc(C3CCN(C(=O)CCc4ccccc4)CC3)n2)cc1 was read as mHTT-CaM PPI inh 18.9 and Pf apPOL block -3.1.
Screening CCCOc1ccc(C(=O)Nc2ccc(OCC)cc2)cc1 returned mHTT-CaM PPI inh -2.9 and Pf apPOL block -4.8.
For CC(=O)NC1=NC(=O)/C(=C\c2cn(Cc3ccc(Cl)cc3Cl)c3ccccc23)S1 the results were mHTT-CaM PPI inh 15.0 and Pf apPOL block -8.5.
c1cc(-c2csnn2)ccc1-c1csnn1 was read as Pf apPOL block -5.5.
`COc1ccc(NC(=O)C(=O)NCC(O)c2ccccc2)cc1` (configuration not stated) gave mHTT-CaM PPI inh 0.7 and Pf apPOL block -10.7.
Nc1ccc2cc(Br)c3ccccc3c2c1 was read as mHTT-CaM PPI inh 59.2*.
`O=C(O)Cc1c(-c2ccc(Cl)cc2)nc2ccccc2c1C(=O)O` gave mHTT-CaM PPI inh 0.0 and Pf apPOL block 30.3.
`Cc1ccccc1NC(=O)CCc1ccc2nc[nH]c2c1` gave mHTT-CaM PPI inh -8.1 and Pf apPOL block 0.9.
Screening Cc1cccc(C(=O)N2CCC(c3nc(C(=O)N4CCCC4)c(C)o3)CC2)c1 returned mHTT-CaM PPI inh 7.2 and Pf apPOL block -1.4.
`O=C(CN1C(=O)C2C3C=CC(C3)C2C1=O)Nc1ccc(Br)cc1` (configuration not stated) gave mHTT-CaM PPI inh -3.3 and Pf apPOL block 6.1.
Screening CC(C)(C)C1CCC(=O)N(CCOc2ccccc2)CC1 (configuration not stated) returned mHTT-CaM PPI inh 5.1 and Pf apPOL block -3.8.
For CCc1noc(C2CCCCN2Cc2ccc(F)c(F)c2)n1 (configuration not stated) the results were mHTT-CaM PPI inh -55.2 and Pf apPOL block -6.7.
`COc1ccc(NC(=O)Nc2cccc(-c3ccc(N4CCOCC4)nn3)c2)cc1OC` gave mHTT-CaM PPI inh 50.3* and Pf apPOL block -17.8.
Screening O=C(c1sc2ccccc2c1Cl)n1cc(Cl)cn1 returned mHTT-CaM PPI inh -5.0 and Pf apPOL block 2.2.
Screening COc1cc(S(=O)(=O)N2CCN(c3ccccc3OC)CC2)c(OC)cc1Br returned mHTT-CaM PPI inh 9.0 and Pf apPOL block 1.3.
O=C(NCCN1CCCCC1)c1cccnc1N1CCNC(c2ccccc2)C1 (configuration not stated) was read as mHTT-CaM PPI inh 4.8 and Pf apPOL block -28.4.
CCSc1nc2nc3c(cc2c(=O)n1-c1ccccc1C)COC(C)(C)C3 was read as mHTT-CaM PPI inh 16.0 and Pf apPOL block 0.3.
Screening CCOC(=O)CCc1cc2c(C)cc(=O)oc2cc1O returned mHTT-CaM PPI inh -4.4 and Pf apPOL block -14.4.
`CC1(C)CCCC2=C1CC1C(=O)N(O)C(=O)C1C2` (configuration not stated) gave mHTT-CaM PPI inh -1.0&-0.6 and Pf apPOL block -1.2&3.1.
`COc1ccc([N+](=O)[O-])cc1NC(=O)Cc1ccc(F)cc1` gave mHTT-CaM PPI inh 5.8 and Pf apPOL block -7.2.
For C#CCN1Cc2ccccc2Oc2cc(Br)ccc2S1(=O)=O the results were mHTT-CaM PPI inh -3.7&1.0 and Pf apPOL block -3.9&-4.7.
Screening CCOC(=O)NC(Nc1ccc(C)cn1)(C(F)(F)F)C(F)(F)F returned Pf apPOL block -0.7.
CCn1nc(C)cc1C(=O)Nc1cccc(Cl)c1Cl was read as mHTT-CaM PPI inh -21.4 and Pf apPOL block -6.1.
COc1ccc(OC)c(CN2C(=O)CCC2(C)C(=O)NC2CCCCC2)c1 (configuration not stated) was read as mHTT-CaM PPI inh -1.0 and Pf apPOL block -7.0.
Screening CC(=O)NCCc1csc(C2CCN(C(=O)c3ccc(F)c(F)c3)CC2)n1 returned mHTT-CaM PPI inh 11.3 and Pf apPOL block -4.2.
Screening Cc1cccc(C(=O)NCc2c(C)nc3sc(C)nn23)c1 returned mHTT-CaM PPI inh 2.7 and Pf apPOL block 1.2.
O=C(CSc1nc2ccccc2[nH]1)N1CCCCCC1 was read as mHTT-CaM PPI inh 2.0&-6.6 and Pf apPOL block -0.8&-4.6.
Screening CCOc1ccc(NC(=O)CCc2ccccc2)c([N+](=O)[O-])c1 returned mHTT-CaM PPI inh 7.3 and Pf apPOL block 5.2.
Screening COc1cc(C2NC(C(=O)O)CS2)cc(Cl)c1O (configuration not stated) returned mHTT-CaM PPI inh 4.0 and Pf apPOL block -3.4.
O=C(Cc1ccc(F)cc1)Nc1cc(-c2ccccn2)no1 was read as mHTT-CaM PPI inh -10.7 and Pf apPOL block -0.4.
`COc1ccc(C/C(N)=N/OC(=O)c2cccs2)cc1` gave mHTT-CaM PPI inh inactive and Pf apPOL block -1.4.
For COc1ccc(/C=C(\NC(=O)c2ccco2)C(=O)Nc2ccccc2C)cc1 the results were mHTT-CaM PPI inh -0.2 and Pf apPOL block -2.3.
Screening Cc1ccc(NC(=O)COc2ccccc2)cc1 returned mHTT-CaM PPI inh -19.4 and Pf apPOL block -47.3.
`CC1CN=C2C(N3CCN(C(=O)c4ccccc4C(F)(F)F)CC3)=NC=CN21` (configuration not stated) gave mHTT-CaM PPI inh 13.4 and Pf apPOL block -13.3.
N#CC(C(N)=O)=C1SC=C(c2ccc(Br)cc2)N1Cc1ccccc1 was read as Pf apPOL block -3.0.
Screening Cc1occc1C(=O)NC(C)c1ccccc1 (configuration not stated) returned mHTT-CaM PPI inh -0.6 and Pf apPOL block -0.7.
For COc1cc(C2C(C#N)=C(N)Oc3c2c(C)nn3-c2cccc(Cl)c2)cc(OC)c1O (configuration not stated) the results were mHTT-CaM PPI inh 64.0* and Pf apPOL block -2.3.
Screening O=C(NCCCO)c1ccc(CSc2nc3sc4c(c3c(=O)[nH]2)CCC4)cc1 returned mHTT-CaM PPI inh -2.2 and Pf apPOL block -8.6.
`CCN1CCN(C(=O)C(C)C2CCN(S(=O)(=O)c3ccc(Cl)s3)CC2)CC1` (configuration not stated) gave mHTT-CaM PPI inh -2.8 and Pf apPOL block 4.3.
COc1ccc(CN2C(=O)CCC2(C)C(=O)NC2CCCC2)cc1 (configuration not stated) was read as mHTT-CaM PPI inh 0.3 and Pf apPOL block -0.3.
CNC(=O)C1=CCN(C(=O)c2ccc(C)c(C)c2)CC1 was read as mHTT-CaM PPI inh 3.3 and Pf apPOL block -0.4.
For Cc1ccc(Nc2cc(-n3nc(C)cc3C)ncn2)c(C)c1 the results were mHTT-CaM PPI inh -4.3 and Pf apPOL block -3.9.
For O=C(O)Cn1c(=O)n(CC(=O)O)c2ccccc21 the results were mHTT-CaM PPI inh -6.7 and Pf apPOL block -4.9.
Screening COc1ccc(C)cc1NC(=O)c1cncc(Br)c1 returned mHTT-CaM PPI inh 2.5 and Pf apPOL block 1.5.
For Cc1ccccc1CNC(=O)CN1CCc2ccccc2C1C(=O)N1CCCCC1 (configuration not stated) the results were mHTT-CaM PPI inh 3.8 and Pf apPOL block -4.1.
Screening COc1ccc(C2CCCN2C(=O)NC2CCCC2)cc1 (configuration not stated) returned mHTT-CaM PPI inh -1.6 and Pf apPOL block 3.4.
For O=C(O)c1c[nH]c2ccc(S(=O)(=O)NCc3ccc4c(c3)OCO4)cc2c1=O the results were mHTT-CaM PPI inh 0.0 and Pf apPOL block 3.6.
CCc1ccccc1NC(=O)COc1ccc2c(c1)OCO2 was read as mHTT-CaM PPI inh 4.0 and Pf apPOL block -5.5.
Screening O=C1COc2ccccc2N1Cc1nc(-c2ccc(F)cc2)no1 returned mHTT-CaM PPI inh -16.3 and Pf apPOL block -2.7.
`Cc1cccc(N(C)C(=O)CN2C(=O)NC3(CCC(C)CC3)C2=O)c1` (configuration not stated) gave mHTT-CaM PPI inh 14.8 and Pf apPOL block -4.0.
`O=S(=O)(c1cccc2nsnc12)N1CCC2(CC1)OCCO2` gave mHTT-CaM PPI inh 0.0 and Pf apPOL block -3.0.
CCCC(CCC)C(=O)OC1CC2CCC(C1)[N+]2(C)C (configuration not stated) was read as Pf apPOL block -5.1.
`COc1cc(/C=C2/SC(=Nc3cc(C)cc(C)c3)NC2=O)cc([N+](=O)[O-])c1O` gave mHTT-CaM PPI inh 54.0* and Pf apPOL block -1.3.

Structural class: the compounds so far with a nitro group on carbon.
`COc1ccc([N+](=O)[O-])cc1NC(=O)Cc1ccc(F)cc1` gave mHTT-CaM PPI inh 5.8 and Pf apPOL block -7.2.
Screening CCOc1ccc(NC(=O)CCc2ccccc2)c([N+](=O)[O-])c1 returned mHTT-CaM PPI inh 7.3 and Pf apPOL block 5.2.
`COc1cc(/C=C2/SC(=Nc3cc(C)cc(C)c3)NC2=O)cc([N+](=O)[O-])c1O` gave mHTT-CaM PPI inh 54.0* and Pf apPOL block -1.3.

Structural class: the compounds so far containing two or more sulfur atoms (4)
c1cc(-c2csnn2)ccc1-c1csnn1 was read as Pf apPOL block -5.5.
Screening O=C(NCCCO)c1ccc(CSc2nc3sc4c(c3c(=O)[nH]2)CCC4)cc1 returned mHTT-CaM PPI inh -2.2 and Pf apPOL block -8.6.
`CCN1CCN(C(=O)C(C)C2CCN(S(=O)(=O)c3ccc(Cl)s3)CC2)CC1` (configuration not stated) gave mHTT-CaM PPI inh -2.8 and Pf apPOL block 4.3.
`O=S(=O)(c1cccc2nsnc12)N1CCC2(CC1)OCCO2` gave mHTT-CaM PPI inh 0.0 and Pf apPOL block -3.0.

Remaining list, next part
`O=C(Cc1ccc(F)cc1)NCC#CCN1CCc2ccccc2C1` gave mHTT-CaM PPI inh -0.1 and Pf apPOL block -7.4.
For Fc1ccc(C2C=C(c3ccc(Cl)cc3)Nc3ncnn32)cc1 (configuration not stated) the results were mHTT-CaM PPI inh 3.0 and Pf apPOL block -2.3.
Screening Cc1cc(C)c(NC(=O)CS(=O)(=O)c2cccc3nsnc23)c(C)c1 returned mHTT-CaM PPI inh 8.0 and Pf apPOL block -6.5.
Screening O=C(CSc1nnc(-c2cccnc2)o1)NCc1ccc(F)cc1 returned mHTT-CaM PPI inh 3.0 and Pf apPOL block -1.2.
COc1ccccc1C1SCCN1S(=O)(=O)c1cccc(C)c1 (configuration not stated) was read as mHTT-CaM PPI inh -3.0 and Pf apPOL block 3.3.
Screening Cn1cccc1C(=O)N1CCC(Nc2cccnc2)C1 (configuration not stated) returned mHTT-CaM PPI inh 8.2 and Pf apPOL block -3.2.
`Cc1ccc(C(C)C)c(OCC(O)CN2CCOCC2)c1` (configuration not stated) gave mHTT-CaM PPI inh 2.5 and Pf apPOL block -4.7.
`CN(C)CCCCOc1ccc(Cl)cc1Br` gave mHTT-CaM PPI inh 4.1 and Pf apPOL block -5.8.
Screening Cc1ccc(-c2csc(NC(=O)c3ccccc3F)n2)c(C)c1 returned mHTT-CaM PPI inh -15.4 and Pf apPOL block -3.3.
For O=C(/C=C/c1ccc(-c2ccc([N+](=O)[O-])cc2)o1)c1ccco1 the results were mHTT-CaM PPI inh 12.8 and Pf apPOL block 7.8.
Screening Cc1ccc(C)c(S(=O)(=O)N2CCCC(C)(C(=O)NCc3cccc(F)c3)C2)c1 (configuration not stated) returned mHTT-CaM PPI inh 6.6 and Pf apPOL block -2.0.
Screening COc1ccc(CNC(=O)c2cncc(Br)c2)cc1 returned mHTT-CaM PPI inh 0.0 and Pf apPOL block -13.5.
`CCCn1ncc(N2CCC(C(=O)NCCCN3CCCC3=O)CC2)cc1=O` gave mHTT-CaM PPI inh -10.2 and Pf apPOL block -1.2.
For CC(C)NC(=O)c1ccc(-c2ccc(Cl)cc2)o1 the results were mHTT-CaM PPI inh 2.9 and Pf apPOL block -15.0.
`CC1(O)N(CCN2C(=O)OC3(CCCCC3)C2(C)O)C(=O)OC12CCCCC2` (configuration not stated) gave mHTT-CaM PPI inh 1.0 and Pf apPOL block 4.1.
For CC(=NCCCn1ccnc1)c1c(C(F)(F)F)[nH]n(-c2nc3ccccc3s2)c1=O the results were mHTT-CaM PPI inh 16.0 and Pf apPOL block -2.4.
For O=C(COc1ccc2c(c1)C(=O)CC2)NCCc1c[nH]c2ccccc12 the results were mHTT-CaM PPI inh -5.1 and Pf apPOL block -12.3.
For CC1(C)CC(CCN)(Cc2ccccc2)CCO1 (configuration not stated) the results were mHTT-CaM PPI inh -8.8 and Pf apPOL block 0.9.
Screening Cc1ccc(OCC(O)CNCc2ccccc2)cc1C (configuration not stated) returned Pf apPOL block 4.0&-5.1.
CNC(=O)N1CCCC(C)(C(=O)NCc2ccccc2C)C1 (configuration not stated) was read as mHTT-CaM PPI inh -9.3 and Pf apPOL block 2.8.
`Cn1c(N2CCCC(C(=O)Nc3ccc(F)cc3F)C2)cc(=O)n(C)c1=O` (configuration not stated) gave mHTT-CaM PPI inh -0.1 and Pf apPOL block -2.9.
Screening Cn1nc(-c2nc(-c3ccccc3F)no2)c2c1CCN(C(=O)c1ccc(F)c(F)c1)C2 returned mHTT-CaM PPI inh 2.2 and Pf apPOL block 1.4.
For Cc1ccc(NC(=O)C(=O)NCCN2CCOCC2)c(C)c1 the results were mHTT-CaM PPI inh -3.0 and Pf apPOL block -4.5.
COCCn1c(C2CCN(C(=O)CCC3CCCC3)C2)nc2cccnc21 (configuration not stated) was read as mHTT-CaM PPI inh 4.7 and Pf apPOL block -5.9.

High-throughput results from PubChem BioAssay.
